GDH-TPI inh = GDH-TPI coupled enzyme inhibition counter-screen; GDH-TPI coupled enzyme counterscreen, NADH absorbance; inhibition, % at 4.8 µM; actives 1.2% (n = 360,000); AID 588335; in the data active = inhibition above about 30%;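 note: 0% = DMSO wells and 100% = wells lacking the enzyme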
FadD28 binding = inhibitors of Mycobacterium tuberculosis FadD28 bisubstrate binding; FadD28 bisubstrate probe binding, fluorescence polarization; inhibition, % at 12.5 µM; actives 0.22% (n = 360,000); in the data active = inhibition above about 8.5%, passing the limit was not always enough; inconclusive = no clear call, values can overlap the other calls
MazEF act = increases E. coli MazEF RNase cleavage of RNA; P0AE70; FAM/BHQ RNA-DNA oligo cleavage fluorescence, 5 h; activation, % at 20 µM; actives 0.32% (n = 350,000); in the data active = activation above about 50%
Target sequence (P0AE70 whole entry, looked up): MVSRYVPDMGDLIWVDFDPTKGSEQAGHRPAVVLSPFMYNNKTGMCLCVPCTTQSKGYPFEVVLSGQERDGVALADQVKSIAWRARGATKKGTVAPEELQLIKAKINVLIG
PrPC surface inh = cell surface PrPC inhibition, primary TR-FRET screen; P04156; TR-FRET read-out; inhibition, % at 13.8 µM; actives 0.43% (n = 370,000); AID 720596; in the data active = inhibition above about 24%; note: 0% = median of the test wells and 100% = reference compound wells
UGM FP inh = blocks M. tuberculosis UGM enzyme; P9WIQ1; purified UGM, fluorescence polarization probe displacement; inhibition, % at 10 µM; actives 0.06% (n = 320,000); in the data active = inhibition above about 10%, passing the limit was not always enough; inconclusive = no clear call, values can overlap the other calls
Target sequence (P9WIQ1 whole entry, looked up): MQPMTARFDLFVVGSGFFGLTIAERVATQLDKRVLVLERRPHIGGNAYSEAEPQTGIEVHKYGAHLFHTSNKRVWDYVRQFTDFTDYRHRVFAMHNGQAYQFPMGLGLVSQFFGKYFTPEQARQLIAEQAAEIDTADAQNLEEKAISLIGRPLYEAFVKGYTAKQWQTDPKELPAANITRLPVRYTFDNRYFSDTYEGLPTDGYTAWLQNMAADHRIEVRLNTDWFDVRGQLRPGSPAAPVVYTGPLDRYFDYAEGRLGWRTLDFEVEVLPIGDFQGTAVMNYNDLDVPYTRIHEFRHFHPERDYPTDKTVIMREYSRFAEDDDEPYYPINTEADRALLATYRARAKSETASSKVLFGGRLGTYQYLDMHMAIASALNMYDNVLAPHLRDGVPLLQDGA
BioA inh = blocks M. tuberculosis BioA enzyme activity; purified M. tuberculosis BioA enzyme, plate reader; inhibition, % at 9.99 µM; actives 0.096% (n = 360,000); AID 602481; in the data active = inhibition above about 40%; inconclusive = no clear call, values can overlap the other calls
FBA Mtb inh = Mtb fructose-bisphosphate aldolase inhibition. P9WQA3. purified M. tuberculosis FBA, fluorescence read-out. inhibition, % at 1 µM. actives 2.3% (n = 360,000). AID 588726; in the data active = inhibition above about 27%;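 note: 0% = vehicle and 100% = reference inhibitor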
Target sequence (P9WQA3 whole entry, looked up): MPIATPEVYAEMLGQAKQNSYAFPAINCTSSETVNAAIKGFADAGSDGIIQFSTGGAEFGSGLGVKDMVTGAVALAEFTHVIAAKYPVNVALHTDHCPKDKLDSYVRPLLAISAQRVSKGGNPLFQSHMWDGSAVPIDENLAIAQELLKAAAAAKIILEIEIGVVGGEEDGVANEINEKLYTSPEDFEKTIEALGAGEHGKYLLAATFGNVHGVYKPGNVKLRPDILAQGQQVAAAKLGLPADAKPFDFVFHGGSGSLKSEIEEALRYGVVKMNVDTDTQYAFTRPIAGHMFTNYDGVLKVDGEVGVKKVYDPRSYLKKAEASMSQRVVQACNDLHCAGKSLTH
BoNT F protease = BoNT F light chain protease inhibition. Multiplex microsphere protease cleavage assay, flow cytometry. inhibition, % at 10 µM. actives 0.22% (n = 360,000). AID 588497; in the data active = inhibition above about 35%, passing the limit was not always enough; inconclusive = no clear call, values can overlap the other calls; note: plate controls were buffer without enzyme for full effect and enzyme alone for no effect
Rv3671c protease = Rv3671c (M. tuberculosis) protease inhibition | P9WHR9 | inhibition, % at 5.96 µM | actives 0.048% (n = 320,000) | AID 2606; in the data active = inhibition above about 38%;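 note: extracellular domain of Rv3671c used as enzyme; 0% = enzyme with DMSO and 100% = no enzyme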
Starred values were filed as active, the others as inactive; ? = inconclusive; · = no result given; & = joins results of further samples.

SMILES | GDH-TPI inh | FadD28 binding | MazEF act | PrPC surface inh | UGM FP inh | BioA inh | FBA Mtb inh | BoNT F protease | Rv3671c protease
Cc1cc(C)c(C(N)=O)c(NCCc2ccccc2)n1 | -13 | -3.8 | 7 | -11 | -1.7 | · | 19 | -10 | 7
COc1ccccc1N(C)S(=O)(=O)c1ccc(Cl)c(C(=O)Nc2ccncc2)c1 | 0 | -0.6 | -7 | 7 | -0.4 | · | 3 | · | -1
Oc1c(-c2cc(-c3ccco3)[nH]n2)ccc2ccccc12 | 10 | -0.3 | 1 | -7 | 2.5 | 0.5 | 1 | -7 | -4
Cc1nc2scc(C)n2c(=O)c1S(=O)(=O)NCC1CCN(Cc2ccc(Cl)cc2)CC1 | 18 | 0.3 | 3 | -3 | 3.3 | -2.3 | 14 | 5 | -2
O=C(COC(=O)c1ccccc1O)NCc1ccc2c(c1)OCO2 | 2 | -1.4 | 4 | 4 | -0.1 | -1.3 | 1 | -6 | -5
Cc1cccc(C(C)(C)C)c1OCCn1ccnc1 | 3 | 0.1 | 4 | 8 | -0.8 | · | 0 | -10 | -1
C[C@H](CO)N1C[C@H](C)[C@H](CN(C)C(=O)Nc2ccnc(N3CCOCC3)c2)OCc2cnnn2CCCC1=O | -4 | 0.7 | 3 | -2 | · | -0.5&-1.0 | 5 | 0 | ·
CSc1cccc(N2CC(C(=O)NCCC3=CCCCC3)CC2=O)c1 (stereo unspecified) | -8 | -4.6 | 5 | 2 | -3.2 | -1.3 | 0 | -2 | 6
O=C(COC(=O)c1cccc(S(=O)(=O)N2CCOCC2)c1)NCCc1ccccc1 | -13 | -4.1 | -6 | -3 | -2.1 | 0.4 | 2 | 3 | -5
COc1ccc(S(=O)(=O)N2CCN(CC(=O)Nc3cc(Cl)ccc3Cl)CC2)cc1 | -4 | 0.5 | -13 | 1 | -6.1 | -1.2 | 0 | -6 | -8
CCOC(=O)C1(Cc2cccc(OC)c2)CCN(Cc2cccc(OC)c2O)CC1 | -7 | -1.3 | 3 | 0 | 1.8 | · | 0 | -4 | -4
CCOC(=O)Cn1nc(C)c(NC(=O)CCc2ccc(OC)cc2)c1C | 6 | -2.1 | 0 | -3 | 4.0 | · | -1 | -7 | 3
C[n+]1ccn(CC(=O)c2ccc(Cl)cc2)c1 | 3 | 0.5 | 8 | -7 | -0.8 | · | 0 | -2 | -6
Brc1ccccc1OCCN1CCOCC1 | -5 | -2.2 | 9 | 7 | -1.5 | -0.6 | -1 | -7 | 0
COC(=O)NC(=S)Nc1ccc(Oc2ccc(Cl)cc2Cl)c(Cl)c1 | 4 | -7.3 | 0 | 8 | -1.1 | -0.7 | 3 | · | -4
COC(=O)C(C)Sc1nc2c(cnn2-c2ccccc2)c(=O)[nH]1 (stereo unspecified) | 9 | -1.5 | 6 | 4 | 2.8 | -0.8 | 6 | -12 | -12
Cn1nnc(NC(=O)c2ccc([N+](=O)[O-])cc2Cl)n1 | 5 | -0.3 | 11 | -31 | -0.5 | -1.1 | 1 | -2 | 9
COC(=O)c1cccc(NC(=O)CSc2nnc(C3CC3)n2C)c1 | -9 | -2.6 | 7 | 3 | -2.5 | -2.3 | -3 | -18 | 1
CCn1cc(C(=O)N[C@H](C(=O)NC(C)(C)CO)C(C)C)c(=O)c2cc3c(cc21)OCO3 | -3 | -2.0 | 2 | 9 | 0.5 | -1.5 | 5 | -3 | 2
CC(=O)C1=C(NC(=O)c2ccc(F)cc2)CC2C1C2(C)C (stereo unspecified) | 16 | 0.9 | 1 | -2 | 1.4 | 0.1 | -3 | -27 | -12
CCOc1ccc(S(=O)(=O)N(C)CC(=O)NC2CCCC2)cc1 | 1 | -1.1 | -1 | -3 | -0.3 | -0.5 | -1 | -2 | 1
O=C(CNS(=O)(=O)c1ccccc1)NCC(=O)OCc1ccc(C(=O)c2ccccc2)cc1 | -13 | -5.5 | -3 | 4 | -0.4 | · | -2 | -3 | -5
COc1ccc(-n2nnnc2SC(C)C(=O)NCC(=O)Nc2ccc(F)c(F)c2F)cc1 (stereo unspecified) | 5 | -3.6 | -14 | -2 | -2.7 | · | 4 | -1 | 5
COc1ccc(O)c(C(=O)c2cc(C#N)c(=O)n(CCN3CCOCC3)c2)c1 | 20 | -3.9 | 1 | -4 | -1.9 | 0.7 | 1 | 13 | -7
O=C(COc1ncnc2sccc12)Nc1cccc(S(=O)(=O)N2CCOCC2)c1 | 2 | -5.2 | -1 | 2 | -0.8 | 2.1 | -3 | -12 | -4

In the list so far, these have fluorine.
SMILES | GDH-TPI inh | FadD28 binding | MazEF act | PrPC surface inh | UGM FP inh | BioA inh | FBA Mtb inh | BoNT F protease | Rv3671c protease
CC(=O)C1=C(NC(=O)c2ccc(F)cc2)CC2C1C2(C)C (stereo unspecified) | 16 | 0.9 | 1 | -2 | 1.4 | 0.1 | -3 | -27 | -12
COc1ccc(-n2nnnc2SC(C)C(=O)NCC(=O)Nc2ccc(F)c(F)c2F)cc1 (stereo unspecified) | 5 | -3.6 | -14 | -2 | -2.7 | · | 4 | -1 | 5

Copied from the list:
Cc1cc(C)c(C(N)=O)c(NCCc2ccccc2)n1 in FadD28 binding: -3.8
C[n+]1ccn(CC(=O)c2ccc(Cl)cc2)c1 in GDH-TPI inh: 3

The results go on:
SMILES | GDH-TPI inh | FadD28 binding | MazEF act | PrPC surface inh | UGM FP inh | BioA inh | FBA Mtb inh | BoNT F protease | Rv3671c protease
C1CCc2c(nc3nnnn3c2N2CCOCC2)C1 | 1 | -3.7 | -5 | -4 | 1.1 | 1.6 | -12 | · | 9
NNC(=O)c1cccc(S(=O)(=O)Nc2cccc(C(F)(F)F)c2)c1 | 11 | -2.8 | 2 | 5 | -0.4 | 0.1 | 5 | 1 | -20
COc1ccc(C(=O)Nc2ccc(N3CCC(C)CC3)cc2)cc1Br | -2 | -4.2 | 19 | -4 | -1.1 | · | -7 | -8 | -14
COc1ccc(CC(=O)Nc2nc(C(C)(C)C)cs2)cc1 | -3 | -8.8 | 6 | 24 | -0.4 | 1.1 | -1 | 7 | 8
CCN1CCN(c2ncc(C(=O)Nc3cc(Cl)c(OC)cc3OC)c3ccccc23)CC1 | 1 | -5.2 | 6 | -7 | · | · | 2 | 2 | ·
COc1ccc(CCNC(=O)CN2C(=O)c3ccccc3C2=O)cc1 | 9 | 1.2 | 3 | 6 | -2.9 | -0.7 | 2 | -7 | 1
CN(C(=O)C1CCOC1)c1nnc(-c2ccccn2)s1 (stereo unspecified) | 19 | 1.3 | 0 | 0 | -1.5 | -3.9 | 15 | -10 | -4
N#C/C(=C\c1cn(Cc2ccccc2F)c2ccccc12)C(=O)NCc1ccco1 | 0 | -1.7 | -64 | 9 | -0.9 | · | -4 | 5 | -23
CNC(=S)NNC(=O)c1ccccc1F | 11 | 0.5 | -1 | 0 | 0.7 | · | 0 | 1 | -1
CCOC(=O)Cc1c(C)nc2c(-c3ccc(Cl)cc3)c(C)nn2c1C | 5 | -0.9 | -4 | -1 | 0.6 | · | 2 | -2 | -10
O=C(Nc1cccc(Br)c1)c1ccc2snnc2c1 | 5 | -3.8 | 13 | 4 | 1.3 | 0.5 | -1 | -4 | -43
CC(=O)Nc1nnc(CCN(CCc2nnc(NC(C)=O)s2)[N+](=O)[O-])s1 | -4 | 2.2 | 1 | 2 | -1.6 | · | 2 | 15 | -9
O=C(COc1cccnc1[N+](=O)[O-])N1CCc2ccccc2C1 | 0 | -4.3 | -4 | -10 | -0.5 | · | -1 | -2 | -2
Cc1cccc(C)c1NC(=S)N/N=C/c1ccc(C(=O)O)cc1 | 45* | -3.2 | 7 | 3 | 1.9 | -1.6 | 5 | 4 | 18
CCOP(=O)(OCC)C(C)(C)NC(=O)Nc1ccc(Cl)c(Cl)c1 | 13 | -2.0 | -7 | 6 | 1.3 | 0.7 | -5 | ? | -3
CC(=O)c1cccc(-c2cnc3c(NC=O)cc(-c4ccc(F)cc4)cn23)c1 | 9 | -3.5 | · | -6 | · | 0.1 | -2 | 2 | ·
CCC(=O)c1c(NCCc2ccccc2)cc(C)oc1=O | 4 | -0.2 | 2 | 2 | -0.4 | · | -1 | -4 | 3
COc1ccccc1/C=C1\SC(=S)N(CCC(=O)NNC(=O)c2ccccc2O)C1=O | 10 | -0.9 | 2 | · | -0.7 | -1.2 | -3 | 2 | -10
Cc1ccnc(NC(=O)c2cc3cc(F)ccc3s2)c1 | -1 | -2.8 | 8 | -49 | 0.2 | -0.6 | -2 | 6 | -11
O=C(NCC(=O)N(Cc1ccccc1)C(C(=O)NCC1CCCO1)c1ccccc1)c1cccs1 (stereo unspecified) | 3 | -0.6 | -4 | 6 | 4.4 | 1.6 | 1 | 0 | -7
COc1ccc(/C=N/Nc2nonc2N)cc1OC | 24 | -1.9 | -1 | -2 | -3.0 | 14 | 3 | 8 | -6
CCOP(=O)(OCC)/C(=N/OC(=O)c1ccc(Cl)cc1Cl)C(N)=O | 5 | -0.2 | 4 | -1 | -4.5 | · | 1 | 2 | 1
Nc1c(C(=O)N2CCOCC2)oc2ccccc12 | 13 | -1.8 | 1 | 0 | 0.7 | 0.0 | 2 | 20 | 4
COc1ccc(NC(=O)Cn2nnc(C(=O)NCc3cccs3)c2N)c(OC)c1 | 5 | -2.3 | -6 | 1 | -1.9 | -1.0 | 4 | 4 | 5
CCOC(=O)[C@@H]1[C@H]2COc3ccccc3[C@@H]2N2C(=O)N(c3cccc(Cl)c3)C(=O)[C@@]12C | 3 | -8.7 | 7 | -1 | 2.4 | -2.1 | 0 | -5 | -9

Exported as tab-separated lines: part of the list above.
Molecule	GDH-TPI inh	FadD28 binding	MazEF act	PrPC surface inh	UGM FP inh	BioA inh	FBA Mtb inh	BoNT F protease	Rv3671c protease
COc1ccc(-n2nnnc2SC(C)C(=O)NCC(=O)Nc2ccc(F)c(F)c2F)cc1 (stereo unspecified)	5	-3.6	-14	-2	-2.7	·	4	-1	5
COc1ccc(O)c(C(=O)c2cc(C#N)c(=O)n(CCN3CCOCC3)c2)c1	20	-3.9	1	-4	-1.9	0.7	1	13	-7

The listing continues:
SMILES | GDH-TPI inh | FadD28 binding | MazEF act | PrPC surface inh | UGM FP inh | BioA inh | FBA Mtb inh | BoNT F protease | Rv3671c protease
COc1ccc(C(=O)Nc2ccc(S(=O)(=O)N3CCCC3)cc2)cc1[N+](=O)[O-] | 4 | -3.3 | 13 | -5 | -3.8 | 0.9 | -4 | 0 | 17
Cc1ccc(S(=O)(=O)N2CCN(C(=O)CC(C)C)CC2)cc1 | -3 | -2.5 | -10 | 1 | 3.4 | · | 3 | -3 | 1
C=CCN1C(=O)c2ccccc2C1(O)Cc1ccccc1 (stereo unspecified) | 7 | -2.8 | 4 | -2 | 1.7 | -2.4 | -1 | -7 | 0
O=C(COc1ccccc1)OCC(=O)c1ccc(S(=O)(=O)N2CCCCC2)cc1 | 7 | -0.5 | 8 | 1 | 1.2 | 0.3 | 2 | 1 | -5
O=S(=O)(Nc1nc2ccccc2nc1N1CCN(c2ccccc2)CC1)c1ccc(F)cc1 | 21 | -0.3 | -12 | -2 | 3.2 | · | 5 | -5 | 4
CCCn1c(-c2ccc[nH]c2=O)nc2cc(C)c(C)cc21 | 2 | -3.4 | 8 | 3 | 0.3 | · | 115* | -4 | 6
COc1ccc(C(CNC(=O)c2cccc(S(=O)(=O)Nc3ccc(F)cc3)c2)N2CCOCC2)cc1 (stereo unspecified) | 0 | -2.1 | -4 | -9 | · | -0.1 | -3 | -6 | ·
CC(O)CN(Cc1ccc(Cl)cc1)CC(C)O (stereo unspecified) | 0 | -0.8 | -4 | -5 | 1.5 | -0.9 | 2 | -14 | 6
Cc1cccc(NC(=O)CN2C(=O)N/C(=C/c3cc(C)n(-c4cccnc4)c3C)C2=O)c1 | 4 | 28* | 4 | -9 | -2.6 | · | 2 | -5 | -9
CCn1nc(C(=O)N2CCc3ccccc32)c2ccccc2c1=O | -4 | -3.5 | 3 | -1 | 3.7 | 4.9 | 0 | -6 | -1
CSCCC(NC(=O)c1cccc(S(=O)(=O)N2CCOCC2)c1)c1nc2ccccc2[nH]1 (stereo unspecified) | 4 | -0.7 | -1 | 10 | -0.1 | -0.9 | 3 | · | 2
COC(=O)c1cc(NC(=O)CC2C(=O)NCCN2C(=O)c2ccc(F)cc2)cc(C(=O)OC)c1 (stereo unspecified) | 4 | -3.2 | 3 | -2 | 0.8 | 2.0 | -2 | -5 | -11
COc1ccccc1CN1C(=O)[C@@H]2Cc3c([nH]c4ccccc34)C(C)(C)N2C1=O | 4 | 0.9 | -1 | -6 | -2.5 | -3.8 | 0 | -2 | -2
Cc1cccc(NC(=O)CCN2CCN(C)CC2)c1 | 3 | 0.9 | 1 | 2 | -0.5 | -0.2 | 2 | ? | -2

Source: PubChem (several laboratories)
